DAGLB inh = diacylglycerol lipase beta (human) inhibition. inhibition, % at 5.17 µM. HEK293T DAGLB membrane lysate, EnzChek fluorogenic substrate. 340,000 tested, 0.059% active; in the data active = inhibition above about 34%;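 also: 0% = enzyme with vehicle and 100% = wells lacking enzyme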
PKA-R2B act = activates the human PKA-R2B holoenzyme complex; 340,000 tested, 0.079% active; PKA-R2B holoenzyme dissociation, Cy5-IP20 fluorescence polarization; R2B truncated from residue 108, S112A mutant; 0% DMSO only, 100% 113 µM cGMP; activation, % at 11.4 µM; AID 504700;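 active = activation above a cutoff set at the mean over all compounds plus 3 SD, cut at about 18% in these data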;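 also: higher means more holoenzyme dissociation and a rise in polarization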
Target sequence (P31323 whole entry, looked up, other chains not shown, the tested form may be a part): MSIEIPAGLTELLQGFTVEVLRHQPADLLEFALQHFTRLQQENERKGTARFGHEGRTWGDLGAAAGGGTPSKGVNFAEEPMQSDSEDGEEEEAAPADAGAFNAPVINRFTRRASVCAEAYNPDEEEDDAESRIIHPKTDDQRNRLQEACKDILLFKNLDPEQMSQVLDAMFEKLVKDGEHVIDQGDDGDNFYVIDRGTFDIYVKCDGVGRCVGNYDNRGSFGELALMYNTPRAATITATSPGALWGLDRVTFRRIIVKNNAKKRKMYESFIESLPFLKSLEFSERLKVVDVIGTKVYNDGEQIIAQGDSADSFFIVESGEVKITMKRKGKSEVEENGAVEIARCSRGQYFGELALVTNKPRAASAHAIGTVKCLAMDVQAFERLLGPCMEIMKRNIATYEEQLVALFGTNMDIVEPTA
OPRM1-OPRD1 inv = inverse agonist of human OPRM1-OPRD1 heterodimerization | 340,000 tested, 0.21% active | cell-based MOR-DOR heterodimer luminescence, inverse agonism | inhibition, % at 9.3 µM | AID 504357 | P35372+P41143; in the data active = inhibition above about 22%, passing the limit was not always enough;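 also: 0% = cells with DMSO and 100% = wells without cells with DMSO; values of inactives mirror those of a sister screen read the other way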
V-ATPase pHluor = regulators of yeast V-ATPase proton transport | S. cerevisiae, pHLuorin cytosolic pH fluorescence | response, % at 10 µM | 350,000 tested, 0.37% active | AID 504577; in the data active = response mostly above about 7.3%, no sharp cut-off; inactive = mostly below about 5.4%; also: actives read high; inactives centre near 0; some compounds called inactive have numbers as strong as hits; reference of the scale not given here
HTR5A ag = activates human HTR5A in OPRM1-OPRD1 agonist counter-screen. activation, % at 9.3 µM. HTR5A agonist assay, luminescence, cell-based. P47898. 340,000 tested, 0.61% active. AID 504692; in the data active = activation mostly above about 9.5%, no sharp cut-off; inactive = mostly below about 7.6%;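 also: 0% = cells with vehicle only and 100% = reference agonist; strong numbers were not always called active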
Target sequence (P47898 whole entry, looked up): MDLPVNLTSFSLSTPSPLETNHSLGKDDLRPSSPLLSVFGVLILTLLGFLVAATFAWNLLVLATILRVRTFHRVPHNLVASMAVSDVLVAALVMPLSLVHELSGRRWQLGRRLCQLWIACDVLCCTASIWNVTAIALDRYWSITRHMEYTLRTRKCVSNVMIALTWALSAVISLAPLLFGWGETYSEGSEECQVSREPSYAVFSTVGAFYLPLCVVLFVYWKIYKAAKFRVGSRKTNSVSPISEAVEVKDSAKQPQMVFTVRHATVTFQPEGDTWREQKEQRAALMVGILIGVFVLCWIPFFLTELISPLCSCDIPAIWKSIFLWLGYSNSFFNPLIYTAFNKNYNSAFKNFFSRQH
DSG3 Ab inh = inhibitors of pemphigus antibody binding to human desmoglein-3. AID 588358. DSG3-coupled beads, scFv-anti-DSG3-GFP binding, flow cytometry; active compounds read low. binding (percent of control), % at 10 µM. 310,000 tested, 0.48% active;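 active = binding more than 3 SD below its plate's average and above zero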;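 also: hits lower antibody fragment binding to DSG3; some compounds called inactive have numbers as strong as hits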
PKA-R1A act = activates the PKA-R1A holoenzyme complex; PKA-R1A dissociation, Cy5-IP20 fluorescence polarization; scaled: DMSO 0%, 113 µM cGMP 100%; activation, % at 11.4 µM; 340,000 tested, 0.083% active; AID 504707;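 active = percent activation above the mean of all tested compounds plus 3 SD, cut at about 19% in these data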;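 also: higher means more PKAc released from R1A so a rise in polarization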
HTR5A inv ag = counter-screen for OPRM1-OPRD1 inverse agonists: human HTR5A inverse agonism; P47898; HTR5A cell line, luminescence; inhibition, % at 9.3 µM; 340,000 tested, 0.083% active; in the data active = inhibition mostly above about 23%, no sharp cut-off; inactive = mostly below about 18%;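 also: 0% = cells with DMSO and 100% = no-cell wells with DMSO; some compounds called inactive have numbers as strong as hits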
Arr AP2 block = human beta-arrestin and AP2 interaction inhibition | FITC-arrestin peptide / GST-AP2 beads, flow cytometry; AP2 beta2 appendage carries R879A mutation | inhibition, % at 10 µM | 340,000 tested, 0.31% active | AID 504490;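 active = inhibition above a set limit, near 3 SD of compounds lacking own fluorescence, cut at about 54% in these data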;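 also: plate controls were DMSO wells for no effect and 5 µM unlabelled arrestin peptide for full effect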
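Measured by: flow cytometry, FL1 (488/535 nm); Material: AP2 appendage R879A on GSH beads; Evaluation: percent response; Timing: pre-incubation 12 min, peptide binding 1 h, room temperature; Also added: 50 nM FITC-arrestin peptide; Medium: PBS with 0.05% Tween 20 and 0.1% BSA.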
OPRM1-OPRD1 ag = OPRM1-OPRD1 heterodimerization agonism; P35372+P41143; cells, luminescence; activation, % at 9.3 µM; 340,000 tested, 0.3% active; AID 504326; in the data active = activation above about 18%;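 also: 0% = vehicle-treated cells and 100% = reference agonist; values of inactives mirror those of a sister screen read the other way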
Numbers without * were called inactive; . = no result given.

SMILES,DAGLB inh,PKA-R2B act,OPRM1-OPRD1 inv,V-ATPase pHluor,HTR5A ag,DSG3 Ab inh,PKA-R1A act,HTR5A inv ag,Arr AP2 block,OPRM1-OPRD1 ag
O=S(=O)(/N=C(\c1ccccc1)N1CCOCC1)c1cccs1,-3.6,10.5,9.0,-6.3,-1.0,109.3,-7.7,-0.9,-7.0,-2.2
CC(O)C(NS(=O)(=O)c1ccc(Cl)cc1)C(=O)OCC(=O)Nc1cccnc1Cl (configuration not stated),-3.4,-8.7,-5.2,-0.3,4.9,114.7,-4.5,17.5,5.9,1.0
CCN1C(=O)C(=O)N(CC(=O)N(C)CC(=O)Nc2ccccc2C(F)(F)F)C1=O,-0.1,-0.7,4.0,3.0,4.1,.,0.2,-11.3,-8.6,-1.0
Cc1cccc(C(=O)OCC(=O)c2ccc3c(c2)OCO3)c1O,-14.2,-9.9,18.9,-2.1,-3.3,114.6,-5.7,15.1,-13.3,-5.8
CCn1c(SCC(=O)c2ccc(OC)cc2)nnc1C(C)NC(=O)c1ccc(OC)cc1 (configuration not stated),0.4,0.2,16.9,-0.8,0.2,115.4,-1.7,-27.9,-1.4,-3.0
N#Cc1cnn(-c2ccc(F)cc2)c1N,-1.4,-2.8,-4.0,0.9,3.0,100.2,-6.5,15.3,36.0,0.8
C=CCN1c2ccccc2[C@]23C[C@@H](C(=O)OC)N(C(=O)C4CCC4)C2=NC(C(=O)OC)=C(C(=O)OC)[C@H]13,-1.1,-18.7,11.4,1.1,1.4,100.7,-10.6,-6.0,1.8,-2.1
O=C(O)C1CC(=O)N(Cc2ccccc2)C1 (configuration not stated),1.4,4.9,8.7,3.2,-0.7,.,6.6,1.7,-2.0,-1.5
COc1ccc(-c2nc(NC(=O)CSCCO)sc2C)cc1,1.7,-8.1,10.0,1.8,0.5,120.6,-6.1,-1.3,6.1,-2.1
O=C(CCn1nnc(-c2cccs2)n1)NC1CCCCC1,-1.5,-21.7,12.7,-1.1,-7.0,.,7.6,1.9,-0.5,-2.8
CC(=O)/C(N=Nc1ccc(-n2ccc(C(F)(F)F)n2)cc1)=C(\C)O,-4.5,2.6,-18.6,1.2,-1.8,98.9,-2.0,-19.2,36.1,3.6
C=CCn1c(COc2ccc(F)cc2)nnc1SC(C)C(=O)NCC1CCCO1 (configuration not stated),-1.2,0.8,-1.8,0.5,0.8,.,-9.4,-1.9,-7.3,0.4
COc1ccc(-c2ccncc2)cc1OC,0.0,-8.8,11.8,6.5,-1.3,101.2,-4.0,-6.5,4.2,-2.2
COCCNC(=O)C(C#N)c1nc2ccccc2nc1N1CCCCCC1 (configuration not stated),3.2,-8.9,10.3,.,-3.0,95.5,-5.0,-10.1,-55.4,-1.7
COC(=O)c1cc(NC(=O)CC2CCCC2)cc(C(=O)OC)c1,-2.0,-10.0,-10.5,-2.9,7.5,119.5,2.0,-7.7,0.2,1.3
COc1cccc(-c2nc(NCCN3CCOCC3)c3ccccc3n2)c1O,1.7,-0.6,7.5,-3.5,3.0,.,-3.9,-9.3,8.0,-1.5
CSc1nsc(SCc2ccc(Cl)cc2)n1,-5.6,-9.8,2.6,5.5,-2.2,92.1,-4.0,-6.8,12.7,-0.5
COc1ccc(S(=O)(=O)N2CCC3(CC2)OCCN3S(=O)(=O)c2cccs2)cc1OC,-0.5,-10.7,12.3,0.7,-5.3,90.2,-3.8,-1.3,-2.8,-2.3
COc1ccc2[nH]c(=O)c(CN(C(=O)c3ccccn3)C3CCCCC3)cc2c1,0.1,-0.1,8.0,0.3,6.0,102.2,-6.9,6.6,-0.4,-1.9
COc1ccc(COC(=O)NC2CCN(S(=O)(=O)c3ccc(OC)cc3)CC2)cc1,0.2,-4.0,4.6,-1.1,2.7,104.4,-2.4,-7.3,22.1,-0.8
Cc1cc(C)nc(N2CCCC(C(=O)NC(C)CCc3ccco3)C2)n1 (configuration not stated),0.6,10.0,0.9,4.6,-1.2,99.2,0.8,-14.8,-1.6,-0.2
N#Cc1nc(COc2ccccc2)oc1N1CCOCC1,-0.9,2.3,-1.9,-2.8,0.1,98.6,-6.0,-8.0,-4.3,0.3
Cc1ccc(CNC(=O)[C@H]2C[C@@H]2[C@H](NP(=O)(c2ccccc2)c2ccccc2)c2ccccc2)o1,-2.6,-9.8,-1.4,-1.2,5.4,101.1,-7.1,-15.7,-0.8,0.2
CN(C)Cc1c(C(=O)N/N=C/c2ccoc2)nnn1-c1nonc1N,0.8,-6.8,17.1,-2.9,3.1,.,-1.9,5.8,-3.7,-2.7
COC(=O)c1ccccc1NS(=O)(=O)c1cn(C)c(=O)n(C)c1=O,-0.3,5.8,6.7,-2.6,-3.6,99.1,-7.2,9.3,0.3,-1.1
Cc1nc(NC(=S)NC(=O)c2cncc(Br)c2)ccc1Br,-2.4,5.2,10.9,0.9,2.4,87.7,4.2,-6.5,-6.5,-2.1
COC(=O)[C@H](Cc1ccccc1)NC(=O)NCCC1=CCCCC1,-0.7,-2.7,4.8,-1.8,0.4,102.8,-5.5,-30.2,2.4,-0.8
CN(C)CCCN(C(=O)c1ccc(Br)s1)c1nc2cc3c(cc2s1)OCCO3,2.6,-5.0,-183.4,-0.9,0.7,103.2,2.1,-1.6,-13.4,35.3*
Cn1nc(-c2ccccc2)c(-c2nc(-c3cccc(Cl)c3)no2)c1Cl,-3.5,-1.8,3.5,-1.0,-0.6,97.1,0.2,4.9,-0.4,-0.6
O=C(Nc1nc2ccccc2[nH]1)c1ccc(Cl)c([N+](=O)[O-])c1,-2.8,8.2,-6.9,-3.1,3.1,103.8,1.5,-8.1,-4.7,1.4

Profiles from above. Order of screens: DAGLB inh | PKA-R2B act | OPRM1-OPRD1 inv | V-ATPase pHluor | HTR5A ag | DSG3 Ab inh | PKA-R1A act | HTR5A inv ag | Arr AP2 block | OPRM1-OPRD1 ag
O=S(=O)(/N=C(\c1ccccc1)N1CCOCC1)c1cccs1 reads -3.6 | 10.5 | 9.0 | -6.3 | -1.0 | 109.3 | -7.7 | -0.9 | -7.0 | -2.2
COc1ccc(COC(=O)NC2CCN(S(=O)(=O)c3ccc(OC)cc3)CC2)cc1 reads 0.2 | -4.0 | 4.6 | -1.1 | 2.7 | 104.4 | -2.4 | -7.3 | 22.1 | -0.8

Going on with the list:
SMILES,DAGLB inh,PKA-R2B act,OPRM1-OPRD1 inv,V-ATPase pHluor,HTR5A ag,DSG3 Ab inh,PKA-R1A act,HTR5A inv ag,Arr AP2 block,OPRM1-OPRD1 ag
COc1cccc(C(=O)Nc2cc(S(=O)(=O)N3CCCCC3)ccc2OC)c1,-1.1,3.7,14.9,0.1,-4.1,115.7,-10.4,16.6,11.0,-3.1
CC(=O)c1sc(NC(=O)CCCOc2ccccc2C)nc1C,-4.4,-5.3,-5.2,1.1,0.0,90.3,-12.9,0.0,6.0,1.0
NC(=NC(=O)c1ccccc1)N1CCN(C(c2ccccc2)c2ccccc2)CC1,-5.4,0.4,-30.1,5.1,-0.2,.,-7.8,-38.7,0.5,6.1
O=C(O)C1Sc2[nH]c(=O)sc2C2c3ccc(O)cc3OC(=O)C12 (configuration not stated),-3.8,8.6,16.4,-0.7,-1.3,102.1,-3.6,3.4,44.6,-3.3
Cc1nnc(SCC(=O)Nc2ccc3c(c2)OCO3)o1,-0.3,-0.5,-6.1,2.3,-1.0,91.0,2.8,15.9,5.2,1.0
O=C(Nc1ccc(Oc2ccc(S(=O)(=O)N3CCOCC3)cn2)cc1)c1ccco1,-2.6,5.9,9.6,-2.6,2.8,95.5,0.8,-16.0,14.8,-1.5
Nn1c(SCC(=O)Nc2ccc3c(c2)OCO3)nnc1C(F)(F)F,0.3,3.3,5.4,-8.0,-1.8,96.0,-2.8,4.7,-11.8,-1.0
CN(C)S(=O)(=O)c1ccc(Cl)c(C(=O)OCC(=O)NNC(=O)c2cccs2)c1,0.0,-5.3,-2.2,-4.8,1.1,102.2,4.0,-4.1,9.3,0.6
COc1ccc(NC(=O)C2CCCN(S(=O)(=O)c3c(C)n[nH]c3C)C2)c(OC)c1 (configuration not stated),-0.8,-12.1,3.3,-1.9,-4.1,97.5,-1.3,-18.9,4.6,-0.6
CN(c1ccccc1C(=O)Nc1ccc(S(=O)(=O)N2CCCC2)cc1)S(C)(=O)=O,2.8,7.6,6.0,-6.5,2.2,106.0,2.3,3.8,-0.4,-1.0
Cn1c(=O)c(=O)n(C)c2cc(S(=O)(=O)NCCc3ccccc3)ccc21,0.1,-4.8,12.8,2.9,-4.2,112.4,2.3,10.8,3.6,-2.6
Cn1cc(S(=O)(=O)Cc2ccc(F)cc2)c2ccccc21,-1.5,-4.9,2.2,0.6,-0.8,104.8,0.6,3.6,-13.2,-0.4
COC(=O)c1ccc(Nc2ccc3nonc3c2[N+](=O)[O-])cc1,2.7,4.0,-6.1,-3.5,-0.7,125.9,0.2,2.6,7.5,1.2
COc1ccc(N(CC(=O)N/N=C/c2cccs2)S(=O)(=O)c2ccccc2)cc1,4.8,7.2,-7.1,-2.7,-3.6,92.2,7.2,10.0,1.5,1.0
O=C(CNC(=O)c1ccccc1Cl)c1ccccc1,-1.6,2.2,10.0,-0.4,0.6,103.3,-7.6,-2.3,18.2,-2.2
CCc1nnc(NC(=O)C(=O)NCCOC(=O)c2ccccc2Cl)s1,1.7,-4.4,10.2,1.5,-0.3,102.2,-9.3,-4.3,-5.2,-1.8
O=C(CC1Sc2ccccc2NC1=O)NCc1ccc(Cl)cc1 (configuration not stated),1.4,-13.8,2.5,-1.2,1.7,106.6,1.5,-4.7,-7.2,-0.5
CCCCNS(=O)(=O)c1ccc2nc(SCC(N)=O)[nH]c2c1,0.2,-8.7,5.8,0.6,-0.2,79.0,7.1,0.5,-1.4,-1.1
CCn1cnnc1SCC(=O)Nc1ccccc1C(=O)NC1CC1,-0.3,4.2,13.9,4.0,3.8,97.3,7.9,-13.6,-6.6,-2.6
O=C1Nc2ccccc2Oc2cc([N+](=O)[O-])cc(Oc3ccccc3)c21,-3.3,-12.2,-70.7,2.2,-0.6,177.5,-14.0,1.5,9.5,11.8
O=C(NCC(c1cccs1)N1CCOCC1)C1CCN(S(=O)(=O)c2c(Cl)cccc2Cl)CC1 (configuration not stated),1.0,-17.9,12.6,.,9.7,92.9,0.7,-10.2,-6.5,-2.3
Cc1ccc(CNS(=O)(=O)c2ccc(CN3C(=O)c4cccnc4C3=O)s2)o1,-1.3,0.8,14.5,0.7,-0.6,.,-1.4,2.3,-11.5,-2.8
N#C/C(=C(/O)CCl)c1nc2ccccc2[nH]1,2.5,-8.9,12.3,-0.9,-1.5,103.5,-11.7,10.9,5.9,-2.5
CC1=CC(C)(C)NC(=S)N1c1ccc(Cl)cc1,1.0,1.7,25.3,-3.4,-0.2,.,-1.1,0.7,-5.8,-5.2
NC(=O)C1CCCc2c1n(Cc1ccccc1)c1ccccc21 (configuration not stated),-1.7,5.5,7.6,-0.6,4.0,100.7,2.2,-15.7,-1.4,-1.6

Single values from the entries so far.
Value of `N#C/C(=C(/O)CCl)c1nc2ccccc2[nH]1` in HTR5A inv ag: 10.9
Value of `CC(=O)c1sc(NC(=O)CCCOc2ccccc2C)nc1C` in PKA-R1A act: -12.9

Screens: PubChem, several laboratories
